# Apaf1 inhib: inhibitors of human Apaf-1 apoptosome; reconstituted apoptosome caspase-3 activity, DEVD-Rh110 fluorescence; AID 489030; 330,000 tested, 0.71% active; inhibition, % at 20 µM; active means inhibition of at least 40% at 20 µM;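 further: plate controls were DMSO wells for no effect and DEVD-CHO caspase inhibitor wells for full effect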
# Target sequence (O14727 whole entry, looked up): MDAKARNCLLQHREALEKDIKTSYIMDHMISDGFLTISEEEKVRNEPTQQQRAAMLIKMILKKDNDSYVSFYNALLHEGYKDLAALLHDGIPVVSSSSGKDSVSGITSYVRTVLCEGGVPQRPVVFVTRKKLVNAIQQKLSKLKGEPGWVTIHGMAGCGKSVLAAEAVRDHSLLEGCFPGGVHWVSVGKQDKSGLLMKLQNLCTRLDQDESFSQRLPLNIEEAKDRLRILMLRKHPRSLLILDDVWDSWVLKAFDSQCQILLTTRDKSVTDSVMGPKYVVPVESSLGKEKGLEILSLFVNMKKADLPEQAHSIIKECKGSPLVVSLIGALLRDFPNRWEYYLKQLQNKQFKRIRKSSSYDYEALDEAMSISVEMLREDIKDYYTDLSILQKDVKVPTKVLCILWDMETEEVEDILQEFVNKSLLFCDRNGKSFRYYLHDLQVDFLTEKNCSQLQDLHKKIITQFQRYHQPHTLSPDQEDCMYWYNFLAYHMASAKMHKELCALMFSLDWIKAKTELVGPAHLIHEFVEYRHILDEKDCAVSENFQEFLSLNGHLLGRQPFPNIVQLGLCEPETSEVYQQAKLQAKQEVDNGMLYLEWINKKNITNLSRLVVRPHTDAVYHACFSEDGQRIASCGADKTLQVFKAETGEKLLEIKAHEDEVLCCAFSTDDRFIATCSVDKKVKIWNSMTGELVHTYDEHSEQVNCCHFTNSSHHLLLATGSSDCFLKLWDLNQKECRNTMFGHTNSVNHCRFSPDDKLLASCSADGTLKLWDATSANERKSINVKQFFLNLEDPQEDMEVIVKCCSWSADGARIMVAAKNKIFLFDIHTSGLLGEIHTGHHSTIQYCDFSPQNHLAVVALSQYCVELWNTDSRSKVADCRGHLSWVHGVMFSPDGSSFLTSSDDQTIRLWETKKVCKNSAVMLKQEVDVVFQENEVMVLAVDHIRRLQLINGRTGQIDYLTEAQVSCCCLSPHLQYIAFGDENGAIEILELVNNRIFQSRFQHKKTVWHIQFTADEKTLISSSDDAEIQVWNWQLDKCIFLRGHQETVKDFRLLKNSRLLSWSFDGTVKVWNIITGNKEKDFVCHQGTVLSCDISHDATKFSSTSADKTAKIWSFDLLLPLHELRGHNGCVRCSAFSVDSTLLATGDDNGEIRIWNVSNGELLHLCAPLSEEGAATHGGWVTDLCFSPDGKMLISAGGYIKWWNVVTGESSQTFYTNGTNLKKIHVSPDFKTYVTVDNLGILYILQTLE
#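 Assay system – apoptosome proteins · Medium – Hepes buffer, pH 7.5 · Also added – cytochrome c with DEVD-Rh110 · Timing – 30 min compound preincubation, 50 min activation, room temperature · Detection – Rh110 fluorescence, excitation 480 nm, emission 540 nm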
# SENP8 block: inhibitors of human SENP8 protease | Q96LD8 | 330,000 tested, 1.2% active | AID 2540 | purified SENP8, Z-RLRGG-aminoluciferin cleavage, luminescence | inhibition, % at 10 µM
# Jurkat NFkB inh: lowers PMA/ionomycin-induced NF-kB signal in Jurkat cells. PMA/ionomycin-induced NF-kB luciferase reporter, luminescence. inhibition, % at 4 µM. 330,000 tested, 0.53% active
# SENP7 inh: SENP7 protease inhibition; Q9BQF6; 330,000 tested, 1.5% active; recombinant SENP7, Z-RLRGG-aminoluciferin luminescence, 40 min; inhibition, % at 5 µM; AID 434973;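 active means inhibition above about 50% at the single test dose, limit read from the data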;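 further: plate controls were DMSO with enzyme for no effect and no enzyme buffer wells for full effect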
# HKDC1 inh: blocks human hexokinase HKDC1 activity. AID 493160. inhibition, % at 20 µM. recombinant HKDC1, G6PDH/diaphorase resazurin coupled fluorescence. 340,000 tested, 0.16% active. Q2TB90;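 active means inhibition above about 35% when tested at 20 µM, limit read from the data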;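 further: plate controls were DMSO wells with enzyme for no effect and DMSO wells lacking enzyme for full effect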
#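 Test system: recombinant HKDC1 (HK5) hexokinase enzyme, produced in-house; Amount: enzyme 5 µg/mL final; Buffer or medium: Tris pH 8.0 buffer with MgCl2, Tween-20, BSA, BME; Reagent: glucose and ATP substrates; Doses: 20 µM test compound, 1% DMSO; Incubation: 90 min reaction incubation at room temperature, dark; Detection: resorufin fluorescence at 613 nm.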
# 697 NFkB inh: inhibitors of the PMA/ionomycin-induced NF-kB reporter in 697 B cells | 697 B-cell NF-kB luciferase reporter, 16 h | inhibition, % at 4 µM | 330,000 tested, 0.33% active; in the data active means inhibition above about 35%
# UBC13 polyUb: blocks human UBC13 polyubiquitin chain formation. inhibition, % at 20 µM. TR-FRET. P61088. AID 485273. 330,000 tested, 0.47% active; in the data active means inhibition above about 45%, passing the limit was not always enough
# Gli-Sufu antag: Gli-Sufu pathway antagonism; 340,000 tested, 0.74% active; Sufu-KO-LIGHT fibroblasts, Gli luciferase reporter luminescence; AID 588413; inhibition, % at 5 µM;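 active means inhibition above about 55%, limit read from the data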;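 further: 0% = DMSO-treated cells and 100% = wells with medium but no cells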
# Numbers without * were called inactive. Unless noted, no stated cut-off is given here; in the data, active means inhibition above about 50%; inactive means the rest.
entry	canonical_smiles	Jurkat NFkB inh	Apaf1 inhib	Gli-Sufu antag	UBC13 polyUb	697 NFkB inh	SENP8 block	HKDC1 inh	SENP7 inh
1	CCc1c(C(=O)Nc2ccc(OC)cc2)[nH]c(C)c1C(C)=O	-10	-6	-13	8	15	3	-1	2
2	CCOC(=O)c1ccccc1NC(=O)CSc1nc2ccccc2c(=O)n1CCCN1CCOCC1	-2	28	-5	21	-12	0	5	4
3	CCc1ccc(CNC(=O)CCS(=O)(=O)Cc2ccccc2F)cc1	4	-6	-19	1	17	1	1	1
4	c1ccc2c(c1)OC(CCCN1CCCCC1)c1ccccc1S2 (centres undefined)	-19	19	19	27	-38	-5	6	-7
5	CC(C)S(=O)(=O)c1cnc(-c2cccnc2)nc1N	-14	-3	3	2	6	-6	1	4
6	CCCCNC(=O)Cn1c(=O)oc2cc(S(=O)(=O)N3CC(C)CC(C)C3)ccc21 (centres undefined)	-2	7	1	-1	18	-6	-6	-7
7	Cc1ccc(C(C)C)c(OCC(=O)NNC(=O)Cn2[nH]c(=O)c3ccccc3c2=O)c1	-5	-10	-5	0	19	7	-6	0
8	COc1ccc(-c2nc(CSCC(=O)N3CCC(C(N)=O)CC3)c(C)o2)cc1OC	-2	2	2	2	20	5	-7	-17
9	Cc1c(Cl)c([N+](=O)[O-])nn1CC(=O)NCc1cccnc1	-2	7	-1	0	8	6	11	2
10	CC(C)c1ccccc1NC(=O)C1CC(=O)N(C2CCCC2)C1 (centres undefined)	11	-3	-2	10	9	8	-4	0
11	CCc1n(CC(O)COCC2CC=CCC2)c2ccccc2[n+]1C (centres undefined)	17	-7	1	-4	-3	5	-3	13
12	CC(C)Cc1nnc(NS(=O)(=O)c2ccc(Cl)cc2)s1	-7	7	1	-20	-18	2	-2	6
13	Cc1c(NC(=O)Cn2nc(C(=O)O)c3ccccc3c2=O)c(=O)n(-c2ccccc2)n1C	13	-2	-19	-9	5	5	5	2
14	O=C(c1cnc2ccc3ccccc3c2c1)c1cc(F)ccc1O	30	12	-1	-13	-39	4	0	2
15	O=C(Cn1c(O)c(/C=C2\C=Nc3ccc(Br)cc32)sc1=O)N1CCCC1	-10	19	10	-7	-12	5	7	-3
16	COCC(=O)N(Cc1nc2sc(C)c(C)c2c(=O)[nH]1)C1CCCCC1	10	-8	-9	4	-29	6	-5	-1
17	CC(C(=O)NCCN1C(=O)S/C(=C\c2cccs2)C1=O)N1C(=O)c2ccccc2C1=O (centres undefined)	1	-8	-1	4	4	3	-9	3
18	CC(C)N=C1NN=C(c2ccc(F)cc2)CS1	-132	0	32	-7	-92	73*	-4	79*
19	Cc1cc(=O)oc(C)c1C(=O)NCc1c(F)cc(F)cc1F	3	-8	16	-5	15	-12	-2	-11
20	CCn1cc(/C=C/C(=O)Nc2ccc(C)cc2Br)cn1	-27	8	-27	-8	-26	-4	-5	-10
21	CCc1ccc(C(=O)/C=C2\Sc3ccccc3NC2=O)cc1	-9	7	0	-9	-25	32	-31	2
22	CC(NC(=O)c1cc2ccccc2o1)c1ccccc1 (centres undefined)	10	0	-2	-10	5	-9	-5	-5
23	NC(=O)c1ccsc1NC(=O)COC(=O)C1CCCN1C(=O)c1cccs1 (centres undefined)	-2	-14	-4	9	-3	2	-1	0
24	Clc1cccc(Cl)c1CNc1ccc(N2CCCC2)cc1	-2	30	13	-10	1	3	9	8
25	COc1ccc(CN2CCCC(N3CCN(c4cccc(Cl)c4)CC3)C2)cc1OC (centres undefined)	6	1	28	4	3	10	-8	-4
26	C[C@H](CO)N1C[C@H](C)[C@H](CN(C)C(=O)Nc2cccc3ccccc23)Oc2c(NC(=O)c3ccc(-c4nccs4)cc3)cccc2C1=O	0	20	19	15	16	3	16	-1
27	O=C(O)c1ccccc1Sc1ccccc1S(=O)(=O)NC1CCCCC1	15	-5	19	6	7	6	-1	-2
28	CN(C)c1ccc(/C=N\NC(=O)c2cccc3cc[nH]c23)cc1	5	-1	-11	-11	-36	76*	-4	85*
29	Cn1ccnc1Sc1nc2ccccc2nc1NS(=O)(=O)c1ccccc1	-25	-2	6	-14	-40	-7	19	-4
30	CC(=O)Oc1ccc(N2C(=O)C3C(C2=O)C(C(=O)c2ccc(Cl)cc2)N2CCCC32)cc1 (centres undefined)	5	-2	7	0	-1	4	1	2
31	CCOC(=O)C1=C(COC(=O)c2ccccc2OC)NC(=O)NC1C (centres undefined)	-15	13	-14	-2	-40	-2	-8	6
32	CCCCCCCCCCn1cc(C(C)=O)c(=O)[nH]c1=O	16	14	9	-2	-5	-6	2	2
33	O=C1CC(c2ccccc2)CC(O)=C1C=NCCN1CCN(C(=S)Nc2cccc(Cl)c2)CC1 (centres undefined)	-7	-10	2	8	14	-5	0	0
34	CCOc1ccc(CN(C)CC(=O)Nc2ccc3c(c2)CCC3)cc1OC	-5	-4	53	3	-2	2	-7	-1
35	CC(=O)Nc1ccc(S(=O)(=O)Nc2nc3ccccc3nc2Nc2ccc3ccccc3c2)cc1	-5	26	-4	-12	-9	-11	5	-4
36	Cc1ccc(NC(=O)C(C)C(=O)Nc2ccc(C)cc2)cc1	17	5	1	-3	5	6	-6	-7
37	Cc1cccc(/C=N/NC(=O)c2ccc(NC(=O)c3ccccc3C)cc2)n1	-6	2	1	-3	11	0	-9	-4
38	CCOC(=O)c1ccc(NC(=O)c2nc[nH]c2C(=O)N[C@@H](CCCCNC(=O)OC(C)(C)C)C(=O)OC(C)(C)C)cc1	13	16	5	-30	11	-2	3	5
39	Cc1ccc(NC(=O)c2sc(C)nc2C)c(C)c1	-10	-2	8	0	-6	-5	5	-11
40	COc1ccc(OCCSc2nnc(C(C)NC(=O)c3ccccc3F)n2C)cc1 (centres undefined)	-2	-5	-9	6	4	0	-3	-3
41	CCOC(=O)N1C2C=C(C)[C@@H]2[C@@H]2CC(=O)N21 (some centres undefined)	2	0	-13	-2	14	-4	-5	3
42	N/C(=N\OC(=O)CCCN1C(=O)c2ccccc2C1=O)c1ccccn1	4	-2	3	-2	2	0	-9	8
43	CC(C(=O)NCC1CCCCC1)N(C)Cc1ccc(Br)cc1 (centres undefined)	8	16	-5	4	7	0	-2	-4
44	CCOc1ccccc1NCc1cc(=O)oc2cc(C)c(O)cc12	22	9	17	4	-21	-2	2	-8
45	Cc1ccc(CSc2nc3[nH]ncc3c(=O)[nH]2)cc1	-8	-10	-22	12	-26	8	8	9
46	CC(NC(=O)Cc1ccccc1)c1ccccc1 (centres undefined)	16	-1	3	3	4	8	-4	-2
47	NC(=O)c1ccsc1NC(=O)CSc1nnc(Nc2ccccc2)s1	11	-10	3	9	2	-2	5	-8
48	O=C(O)c1cc(-c2ccc(/C=C3\NC(=O)N(c4ccc(Cl)cc4)C3=O)o2)ccc1Cl	-1	2	-9	-18	-10	-3	3	-6
49	N#Cc1c(-c2ccc(Cl)cc2)cc(-c2ccccc2)nc1SCC(=O)O	-3	22	5	-14	16	-8	10	2
50	Cc1ccccc1OCC(=O)Nc1ccccc1CO	3	-10	-1	2	8	-12	-4	-6
51	CC(=O)Nc1ccc2c3c(cccc13)C(=O)N(c1ccccc1)C2=O	5	3	0	11	-15	-4	-8	-1
52	CCCCc1cc(=O)oc2cc(C)cc(OCC(=O)O)c12	7	6	1	18	22	-2	-9	-2
53	CC(OC(=O)c1nsc(Cl)c1Cl)C(=O)NCCc1ccccc1 (centres undefined)	6	-6	21	3	1	4	0	0
54	CCOc1ccc(S(=O)(=O)N2CCCC(C(=O)N3CCCC3)C2)cc1 (centres undefined)	1	-12	-5	5	20	-4	-6	-3
55	CCOC(=O)c1[nH]c(C)c(/C(O)=C2\C(=O)C(=O)N(CCN(C)C)C2c2ccncc2)c1C (centres undefined)	5	4	0	0	12	-10	-2	-12
56	CCN(CC)C(=O)CC(c1ccc2c(c1)OCO2)c1c(OC)cc(OC)c2ccc(=O)oc12 (centres undefined)	14	-1	15	3	26	7	-3	1
57	Cc1cc(C)n(C(=O)CNC(=O)c2cccc(Cl)c2)n1	14	-6	-2	11	7	8	-6	2
58	Cc1nc2c3cnn(-c4ccccc4)c3ncn2n1	-9	10	-17	5	0	-13	-7	-11
59	COc1ccc(-c2cc3nc(C)c(CCC(=O)NCc4ccc(F)cc4)c(C)n3n2)c(OC)c1	5	0	12	16	8	-4	-3	-5
60	CN(CCO)c1ccc(C=NNc2ccc([N+](=O)[O-])cc2S(=O)(=O)Nc2ccccc2C(=O)O)cc1	-18	11	-5	-210	-3	7	9	-8
61	COc1ccc(C(=O)NC2CC(C)(C)Cc3occc32)cc1 (centres undefined)	5	-12	2	5	2	-6	-8	0
62	COc1ccc(-c2c(C#Cc3ccsc3)c3cc(-c4ccc(CN5CCOCC5)cc4)ccc3n2C)cc1	-2	25	9	12	-11	4	0	-1
63	C#CCNC(=O)C1=C[C@@H](c2ccccc2)C[C@@H](OCc2ccc(CO)cc2)O1	-8	12	2	-8	2	-19	-5	4

# Of the compounds above, these contain a Cl atom:
entry	canonical_smiles	Jurkat NFkB inh	Apaf1 inhib	Gli-Sufu antag	UBC13 polyUb	697 NFkB inh	SENP8 block	HKDC1 inh	SENP7 inh
9	Cc1c(Cl)c([N+](=O)[O-])nn1CC(=O)NCc1cccnc1	-2	7	-1	0	8	6	11	2
12	CC(C)Cc1nnc(NS(=O)(=O)c2ccc(Cl)cc2)s1	-7	7	1	-20	-18	2	-2	6
24	Clc1cccc(Cl)c1CNc1ccc(N2CCCC2)cc1	-2	30	13	-10	1	3	9	8
25	COc1ccc(CN2CCCC(N3CCN(c4cccc(Cl)c4)CC3)C2)cc1OC (centres undefined)	6	1	28	4	3	10	-8	-4
30	CC(=O)Oc1ccc(N2C(=O)C3C(C2=O)C(C(=O)c2ccc(Cl)cc2)N2CCCC32)cc1 (centres undefined)	5	-2	7	0	-1	4	1	2
33	O=C1CC(c2ccccc2)CC(O)=C1C=NCCN1CCN(C(=S)Nc2cccc(Cl)c2)CC1 (centres undefined)	-7	-10	2	8	14	-5	0	0
48	O=C(O)c1cc(-c2ccc(/C=C3\NC(=O)N(c4ccc(Cl)cc4)C3=O)o2)ccc1Cl	-1	2	-9	-18	-10	-3	3	-6
49	N#Cc1c(-c2ccc(Cl)cc2)cc(-c2ccccc2)nc1SCC(=O)O	-3	22	5	-14	16	-8	10	2
53	CC(OC(=O)c1nsc(Cl)c1Cl)C(=O)NCCc1ccccc1 (centres undefined)	6	-6	21	3	1	4	0	0
57	Cc1cc(C)n(C(=O)CNC(=O)c2cccc(Cl)c2)n1	14	-6	-2	11	7	8	-6	2

# Bioassay records: PubChem, Sanford-Burnham Center for Chemical Genomics
